Screens as filed in PubChem.
ERK EGF block: qHTS Assay for Inhibitors of the ERK Signaling Pathway using a Homogeneous Screening Assay; Stimulation with EGF. 130,000 tested, 0.41% active. HEK293-V1b, EGF-stimulated phospho-ERK AlphaScreen. Potency, µM (top dose mostly 11.5 µM), without a hit: at the highest dose activity change, negative = inhibition, actives largely listed as inhibitors; active = well fitted inhibition curve with a large enough effect; inconclusive = small, poorly fitted or top-dose-only effect, or effect the other way;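 note: plate controls were stimulated vehicle wells for no effect and unstimulated vehicle basal for full effect; nearly all actives have a fitted effect of over 55% in size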
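EGF-stimulated (25 nM, 5 min) phospho-ERK in HEK293 cells stably expressing V1b, cells pretreated 30 min with compound at 37C. Homogeneous AlphaScreen read on lysates.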
* = called active by the depositor; ? = inconclusive; & = joins results of further samples; [ ] = remark or other dose. Potency is the fitted concentration of half-maximal effect. Only part of the results is shown; rates above refer to the full screens.

SMILES,ERK EGF block
COc1ccccc1N1CCN(/N=C/c2ccc(OC)c(OC)c2OC)CC1,-4.7%
Cc1cc(Br)cc(Cl)c1OCC(=O)NC(=O)NCc1ccccc1,6.9%
O=C(O)c1ccccc1N/C=C\[N+](=O)[O-],-6.2%
O=C(NC(=S)NCc1ccc2c(c1)OCO2)c1ccccc1,-0.1%
CCCN(C(=O)COc1ccc(Cl)cc1Cl)c1c(N)n(Cc2ccccc2)c(=O)[nH]c1=O,37.6%
NC(=O)CS(=O)(=O)c1nc2ccccc2n1Cc1ccccn1,2.4%[57.5 µM]
CCOC(=O)Nc1ccc2c(COC(=O)CNS(=O)(=O)c3cccc(Br)c3)cc(=O)oc2c1,3.5%
COCCn1c(=O)c(-c2cc(F)cc(F)c2)nc2cnc(OCc3ccccc3)nc21,7.5%
COc1c(OC2OC(C(=O)O)C(O)C(O)C2O)cc(O)c2c(=O)cc(-c3ccccc3)oc12 (configuration not stated),-13.3%
COc1ccc2c(c1OC)C(=O)O[C@@H]2[C@H]1c2c(cc3c(c2OC)OCO3)CCN1C,3.3%&-9.8%&0.5%
Cc1cc(Cl)ccc1NNC(=O)c1cccs1,7.5%[57.5 µM]
CC1CCCCC1NC(=O)/C(C#N)=C/c1ccc2c(c1)OCCO2 (configuration not stated),11.2%
[O-]/C(=C(\C(=S)Nc1cccc2ccccc12)[n+]1ccccc1)c1ccc(Cl)s1,?
O=C(COc1ccccc1C(=O)NCc1ccncc1)Nc1ccc(Br)cc1,-13.5%
CCOC(=O)C1(CCCc2ccccc2)CCN(C(=O)CCOC)CC1,-11.2%[57.5 µM]
COc1ccc(NC(=O)c2ccccc2N(Cc2ccccc2)S(C)(=O)=O)cc1OC,3.1%
CCOc1cccc(CNCc2cccnc2)c1OCc1ccccc1,-4.5%
O=C1CCCC(O)=C1N=Nc1ccc(Cl)c(Cl)c1,-0.4%
COC(=O)c1cc2n(n1)CCN(Cc1cccc(OC)c1)C2=O,0.1%
CC(C)c1ccc(/C=C/C(=O)NC(=S)Nc2ccc(CN3CCOCC3)cc2)cc1,?
COc1ccccc1-n1c(SCC(=O)O)nc2sc3c(c2c1=O)CCC3,-2.8%[57.5 µM]
CC(C(=O)N1CCCCC1)N(C)CC(=O)Nc1ccc(Cl)cc1 (configuration not stated),-2.5%
Cc1cc(C)c(C(=O)CN2C(=O)NC3(CCCCC3)C2=O)cc1C,2.7%
N=C1/C(=C/c2cccn2CCOc2ccccc2)C(=O)N=C2SC=C(c3ccccc3)N12,-8.0%
CC1CCN(C(=O)/C(=C\c2cccs2)NC(=O)c2ccccc2)CC1,0.9%
COc1ccc(CCN2C(=O)c3cccc4c(C(=O)N5CCCCC5)ccc(c34)C2=O)cc1OC,?
COc1cc(/C=N/NC(=O)c2ccc(C)nc2)cc([N+](=O)[O-])c1O,-3.1%
Cc1nn(C)c(C)c1S(=O)(=O)N1CCCC(C(=O)NC2CCCCCC2)C1 (configuration not stated),2.3%
Cc1c(NC(=S)NC(=O)c2ccco2)cccc1-c1nc2ncccc2o1,-13.0%
CCCNC(=S)N1CCCC(c2nc3ccccc3[nH]2)C1 (configuration not stated),2.9%
COC(=O)N/N=C(\C)c1ccc(OC(F)F)cc1,3.5%
CC1(C)CC(=O)C(C=Nc2cccnc2/N=C/C2=C(O)CC(C)(C)CC2=O)=C(O)C1,3.6%
Cc1ccc(C)c(C(=O)CN2C(=O)NC3(CCC(C)CC3)C2=O)c1 (configuration not stated),15.5%
Cc1ccc(C(=O)NNC(=O)CCn2nnc3ccccc32)cc1,5.0%
COC(=O)C1=CN(C)C=C(C(=O)OC)C1c1ccccc1Cl,?
Cc1cc(NC(=O)Cn2cc(C(F)(F)F)cc(Cl)c2=O)no1,?
COc1ccc(OC)c(C2=Nn3c(nnc3-c3cc(C)[nH]n3)SC2)c1,-0.5%[57.5 µM]
O=C(COc1ccc(S(=O)(=O)N2CCCCC2)cc1)NCc1ccccn1,0.7%
CCOC(=O)c1cc(C)nn1-c1nc(Cl)cc(OC)n1,1.4%
CCN(Cc1ccccc1)C(=O)Cn1c(=O)n(-c2ccc(OC)cc2OC)c(=O)c2c(C)c(C)sc21,1.9%
CC(C)(C)NC(=O)Cn1c(=O)c(=O)n(Cc2ccccc2)c2ccc(Cl)cc21,2.5%
CCOC(=O)c1c(C)noc1-c1ccc(Br)o1,5.5%[57.5 µM]
COc1ccc(-c2nc(-c3ccc(O)cc3O)cs2)cc1OC,12.3%
CN1CCN(S(=O)(=O)c2ccc(NC(=O)COc3ccccc3Cl)cc2)CC1,33.3%
COc1ccc(Cl)cc1NC(=S)Nc1ccccc1C,-4.9%
Clc1cccc(-c2csc(Nc3cccnc3)n2)c1,1.9%[57.5 µM]
O=S(=O)(c1cccc(-c2nnc3n2CCCCC3)c1)N1CCCC1,7.6%
CCOC(=O)Nc1ccc(S(=O)(=O)NC2CCCCC2)cc1,-4.8%
CCOC(=O)c1nnsc1-c1ccc(-c2snnc2C(=O)OCC)cc1,-14.2%[57.5 µM]
CCN(CC)CCN(Cc1cc2cc(C)c(C)cc2[nH]c1=O)C(=S)NCc1ccco1,-6.6%
COc1ccc(CCNC(=O)CCCN2C(=O)c3ccccc3C2=O)cc1,-6.7%
CCOc1ccc(NC(=O)c2ccc(NC(=S)NC3CC3)cc2)cc1,0.6%
O=C(c1cnn(C(=O)COc2ccccc2F)c1)c1cc(F)ccc1O,18.3%[57.5 µM]
COc1ccc(/C=C(\NC(=O)c2ccccc2)C(=O)OC[C@@H]2CCC[N+]3(C)CCCCC23)cc1OC (some centres not stated),5.5%
CCOc1ccc(N/C(C)=C/C(=O)c2ccc3c(c2)OCCO3)cc1,0.4%[57.5 µM]
O=C(Cc1ncc(C(F)(F)F)cc1Cl)NCc1ccco1,2.0%
CCC(C(=O)NC1CCCCC1)n1c(SCc2ccccc2F)nc2ccncc21 (configuration not stated),2.5%
COC(=O)C1=C(C(=O)OC)C2C(C)=CC(C)=CN2C(C(=O)OC)=C1C(=O)OC (configuration not stated),-0.5%
Cc1ccc(NC(=O)NC(=O)N(C2CCCCC2)S(=O)(=O)c2ccccc2)cc1,-8.7%
O=[N+]([O-])c1cccnc1N/N=C/c1ccccc1O,5.6%

An excerpt from above in order of their number in ERK EGF block, falling:
SMILES,ERK EGF block
CN1CCN(S(=O)(=O)c2ccc(NC(=O)COc3ccccc3Cl)cc2)CC1,33.3%
O=S(=O)(c1cccc(-c2nnc3n2CCCCC3)c1)N1CCCC1,7.6%
COc1ccc(Cl)cc1NC(=S)Nc1ccccc1C,-4.9%
COc1ccc(CCNC(=O)CCCN2C(=O)c3ccccc3C2=O)cc1,-6.7%
Cc1ccc(NC(=O)NC(=O)N(C2CCCCC2)S(=O)(=O)c2ccccc2)cc1,-8.7%

(list continues)
SMILES,ERK EGF block
C=CCSc1nc(N2CCOCC2)c2c(c1C#N)CC(C)(C)N(C)C2,-5.2%[57.5 µM]
CS(=O)(=O)n1nc(OC(=O)c2cc(Br)ccc2Cl)cc1N,-0.7%
CCN(CC)C(=O)c1cnn(-c2ccccc2)c1NC(=O)c1ccccc1F,8.0%
COc1ccc(C(=O)Nc2ccc3c(c2)OCCO3)cc1[N+](=O)[O-],9.0%
CCOC(=O)Cc1csc(NC(=S)NC(=O)C(C)(C)C)n1,-6.0%
CC(=O)c1ccc2c(c1)N(CCCN1CCC(CCO)CC1)c1ccccc1S2,-17.2%[25.7 µM]
CC(C)=C(NC(=O)c1ccccc1)C(=O)N/N=C/c1ccc(O)cc1,-6.7%
Cc1ccc2nsnc2c1NC(=O)c1cccnc1Cl,0.4%
CCOc1ccc(/C=C/C2=CC(C)(C)NC(=S)N2)cc1,-0.4%
Cn1cc(S(=O)(=O)NC(c2ccccc2)c2ccccc2)c(=O)n(C)c1=O,-14.8%[57.5 µM]
CCOC(=O)CNC(=O)O[C@H]1C(=O)c2ccc(OC)cc2O[C@@H]1c1ccc2c(c1)OCO2,-10.9%
Fc1ccccc1Cn1c2[n+](c3ccc(C(F)(F)F)cc31)CCCCC2,2.4%
Cc1ccc(Nc2nc(N)nc(CSC(=S)N3CCN(c4ccccc4)CC3)n2)cc1,0.5%
NS(=O)(=O)c1cc2c(cc1Cl)NC(CC1CCCC1)NS2(=O)=O (configuration not stated),8.3%[57.5 µM]
COc1cc(NC(=S)Nc2ccccn2)cc(OC)c1,2.7%
COCCNc1nc(-c2cc3ccccc3o2)cs1,9.3%
Cc1cc2cccc(C)c2nc1SCC(=O)NCC1CCCO1 (configuration not stated),-15.3%
Cc1ccc(S(=O)(=O)NCC2CCC(C(=O)NCc3ccccn3)CC2)cc1 (configuration not stated),0.1%
CC(=O)N[C@@H](CC(=O)O)C(=O)O,-4.8%[25.7 µM]
CN(CCc1ccccn1)C(=O)CCC1CCCN(C(=O)CN2CCCCCC2)C1 (configuration not stated),4.3%
Cc1nnc(SCC(=O)c2ccc([N+](=O)[O-])cc2)s1,-4.8%
O=c1c(-c2ccccc2)c(O)cc(-c2ccncc2)n1-c1ccc(Cl)cc1,0.9%
COCCN(Cc1cc2c(C)cc(C)cc2nc1Cl)C(=O)c1ccccc1F,?
Cc1c(C(=O)Nc2cccc(Cl)c2)cn2c(nc3ccccc32)c1C#N,2.3%
O=C(O)C1CN(c2ncccc2[N+](=O)[O-])C1,-5.4%
O=C(NNC(=O)C1CCN(c2ncccn2)CC1)c1ccc(Cl)cc1,-3.9%
COC(=O)C1(Cc2ccccc2)NC(c2ccccc2C)C2C(=O)N(c3ccc4c(c3)OCO4)C(=O)C21 (configuration not stated),5.2%
CCOC1OC(=O)C(Cl)=C1Nc1ccc(C)cc1 (configuration not stated),2.3%
Oc1cccc(NC(=S)Nc2ccccc2)c1,-8.8%[57.5 µM]
CCN(CC)c1c([N+](=O)[O-])c(=O)n(CC)c2ccccc12,-8.9%[57.5 µM]
COc1ccccc1-n1c(CCn2nc(C)c(Br)c2C)n[nH]c1=S,13.2%
COc1ccc(/C(C)=N/OCC(=O)N=Nc2c(O)[nH]c3ccc(Br)cc23)cc1,-5.0%
COc1cc2[nH]c(-c3cccc(F)c3)cc(=O)c2cc1OC,1.6%
CC(C)CC1NC(=O)N(Cc2nc3ccccc3s2)C1=O (configuration not stated),-6.7%[57.5 µM]
O=C(CN1c2ccccc2Sc2ccccc21)N/N=C/c1ccc(Cl)cc1,1.6%[57.5 µM]
Cc1ccc(-c2ccc(/C=C3\SC(N4CCOCC4)=NC3=O)o2)cc1,0.2%
COc1ccc(C(=O)C2CCCN(Cc3ccc4c(c3)OCCO4)C2)cc1F (configuration not stated),-2.1%[57.5 µM]
O=C(Cn1cc2c(n1)CCCCC2)Nc1ccccc1Cl,4.2%[57.5 µM]
Cc1c(Br)ccc(NC(=O)c2ccccc2[N+](=O)[O-])c1C,-4.5%
COc1ccc(/C=C(/NC(=O)c2ccccc2Cl)C(=O)NCCCC(=O)O)cc1,2.3%
CCOC(=O)c1cc(-c2ccccc2)sc1NC(=O)C(C)Sc1nnc(N)s1 (configuration not stated),-0.4%
CC(O)C(=O)N/N=C/c1ccccc1C(=O)O (configuration not stated),-5.3%
Cc1cc(C)cc(N2C(=O)CN(Cc3sccc3C)C2=S)c1,5.6%
CCCC1C2C(=O)N(c3cccc(C)c3)C(=O)C2ON1c1ccccc1 (configuration not stated),-0.8%[57.5 µM]
CCC(C)/C(C)=N/NC(=O)CNS(=O)(=O)c1ccc([N+](=O)[O-])cc1 (configuration not stated),6.1%[57.5 µM]
COc1ccc(C(=O)OC/C(O)=C(\C#N)c2nc3ccccc3[nH]2)cc1S(=O)(=O)N1CCOCC1,3.5%
COc1cc(OC)cc(C(=O)N2CCN(Cc3ccccc3Br)CC2)c1,-2.4%
O=C(Nc1ccc(Cl)cc1)ON=C1CCCC1,2.9%
O=c1c2c(ncn2C2CCCC2)n(Cc2ccccc2)c(=O)n1CCOc1ccc(Br)cc1,2.1%
CCN(CC)S(=O)(=O)c1cccc(N=Nc2c(O)c3ccccc3oc2=O)c1,7.1%[57.5 µM]
S=C(NCC1CCCO1)Nc1ccc(Cl)cc1Cl (configuration not stated),2.6%
COc1ccc(CNC(=O)C(C)Sc2nc3ccccc3c(=O)n2CCCN2CCOCC2)cc1 (configuration not stated),-10.4%
CCN(CC)c1ccc(C=Nc2ccccc2C)c(O)c1,1.8%
COc1ccc(-c2cc(-c3cc(C)ccc3O)[nH]n2)cc1,-1.8%
COc1cccc([C@@H]2Oc3ccc(Br)cc3C(=O)[C@H]2O)c1,-7.6%
COc1ccc(-c2ccc(OC)c([C@H]3[C@H]4C=CC[C@@H](C)[C@@H]4C(=O)N3Cc3ccccc3)c2)cc1OC,9.5%[57.5 µM]
COC(=O)[C@@H]1C[C@H]1[C@@H](NC(=O)c1cccnc1)c1ccccc1,6.4%
CCOC(=O)c1c(C)c(C(=O)NCCc2ccccc2)c(C)n1C,-2.9%
Cc1cccc(NC(=S)NCC(c2cccnc2)N(C)C)c1C (configuration not stated),-6.1%
Cc1nc2cc3ccccc3cc2n1C,2.4%
CCC(CO)NCc1ccc(Br)cc1 (configuration not stated),-2.5%

Retrieved one by one from the entries so far (two):
SMILES,ERK EGF block
O=C(Nc1ccc(Cl)cc1)ON=C1CCCC1,2.9%
CCC(CO)NCc1ccc(Br)cc1 (configuration not stated),-2.5%
